Assay outcomes (PubChem BioAssay)
aSyn rescue – qHTS of alpha-syn Inhibitors | Yeast expressing alpha-synuclein, growth rescue, BacTiter-Glo, 24 h | Potency, µM (series often up to 46.1 µM), without a hit: at the top dose growth rescue (activation), actives largely listed as activators | hit rate 0.14% among 370,000 | AID 652106, 2013; also: potency is read from the fitted curve at half-maximal effect; % of control where 0% means no effect; nearly all actives have a fitted effect of over 65% in size
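Readout is rescue of growth in alpha-synuclein-expressing yeast, so inhibitors of toxicity appear as activators. Growth after 24 hr at 30 deg C in galactose medium is quantified by luminescence.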
FUS suppressor – qHTS for Suppressors of FUS Proteinopathy: Primary screen using FUS-linked yeast assay. S. cerevisiae FUS-expressing, growth rescue, OD600, 24 h. Potency, µM (highest dose often 76.6 µM), for the others: at the highest dose growth rescue (activation), hits mostly activators. hit rate 0.24% among 390,000. AID 1347120, 2019;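 also: potency is read from the fitted curve at half-maximal effect; plate controls were DMSO vehicle for no effect and reference control for full effect; nearly all actives have a fitted effect of over 55% in size; some results filed as inactive show a strong effect at the top dose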
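Restored growth of FUS-toxic S. cerevisiae, read as 600 nm absorbance after 24 h at 30C in galactose medium (starting OD 0.005). Controls CP55940 and DMSO.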
D3 ag – qHTS of D3 Dopamine Receptor Agonist: qHTS. max activation, %. D(3) dopamine receptor (Homo sapiens), P35462. hit rate 0.58% among 410,000. D3R DiscoveRx beta-arrestin cells, luminescence, 90 min; in the data active = max activation above about 30%; also: 0% is about no effect; mostly tested at two doses, the higher about 12 µM
Target sequence (P35462 whole entry, looked up): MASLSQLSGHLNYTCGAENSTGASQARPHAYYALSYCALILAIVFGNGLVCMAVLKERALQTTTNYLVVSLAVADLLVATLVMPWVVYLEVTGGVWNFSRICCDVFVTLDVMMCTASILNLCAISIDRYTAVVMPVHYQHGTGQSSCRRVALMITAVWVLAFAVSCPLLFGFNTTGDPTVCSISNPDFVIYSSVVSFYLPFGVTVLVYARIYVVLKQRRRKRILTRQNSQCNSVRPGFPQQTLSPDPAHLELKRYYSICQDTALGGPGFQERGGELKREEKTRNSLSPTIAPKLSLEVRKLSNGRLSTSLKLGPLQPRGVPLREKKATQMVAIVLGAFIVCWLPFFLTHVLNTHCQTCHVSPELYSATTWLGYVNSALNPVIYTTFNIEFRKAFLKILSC
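Agonist-mode cell screen: cells plated at 1500/well and incubated overnight at 37 °C, then exposed to library compounds for 90 min at 37 °C. Detection reagent was added for 30–60 min at room temperature, and luminescence was read.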
Abeta yeast res – qHTS for compounds that reverse cellular toxicity of Amyloid beta (A-beta) peptide in yeast: Primary Screen. yeast expressing A-beta42, growth rescue, OD600, 48 h; response scale: 0% DMSO, 100% iron-clioquinol control. Potency, µM (titrated, usually from 46.1 µM), without a hit: at the highest dose growth rescue, actives largely listed as activators. hit rate 0.063% among 410,000. AID 1347071, 2019; also: potency is read from the fitted curve at half-maximal effect; nearly all actives have a fitted effect of over 55% in size
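Yeast growth medium received pinned compounds, then yeast cells expressing toxic A-beta were added; plates incubated at 30 C for 48 hr. Growth read as absorbance at 600 nm, normalized to DMSO and equimolar FeCl3 plus clioquinol controls.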
EPAC2 antagonist – qHTS for Antagonist of cAMP-regulated guanine nucleotide exchange factor 2 (EPAC2): primary screen; Potency, µM (highest dose often 114 µM), without a hit: top-dose activity, negative = inhibition, most hits filed as inhibitors; hit rate 0.18% among 360,000; Rap guanine nucleotide exchange factor 4 (Homo sapiens), Q8WZA2; EPAC2 GEF exchange of Rap1B-BODIPY-GDP, fluorescence; also: potency is read from the fitted curve at half-maximal effect; % is scaled to controls: 0 for no effect and ±100 for the full control effect; nearly all actives have a fitted effect of over 45% in size; many of its hits are not listed in these tables
D3 antag – qHTS of D3 Dopamine Receptor Antagonist: qHTS | D(3) dopamine receptor (Homo sapiens), P35462 | D3R cells, DiscoveRx beta-arrestin luminescence, antagonist mode; active compounds read low | max response, negative = inhibition, % | hit rate 2.5% among 360,000 | AID 652054, 2013; in the data active = max response below about -50%; inconclusive = no clear call, values can overlap the other calls; also: % is scaled to controls: 0 for no effect and ±100 for the full control effect; mostly tested at two doses, the higher about 12 µM
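Cells expressing the human receptor were seeded at 1500 cells/well, incubated overnight at 37 degrees C in 5% CO2, then exposed to library compounds with dopamine controls for 90 minutes at 37 degrees C before luminescent detection.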
TDP43 rescue – qHTS of TDP-43 Inhibitors; TDP-43 expressing yeast growth rescue, BacTiter-Glo, 24 h; Potency, µM (highest dose often 46.1 µM), inactives show at the highest dose growth rescue (activation), most hits filed as activators; hit rate 1.8% among 410,000; also: potency is read from the fitted curve at half-maximal effect; % of control where 0% means no effect; nearly all actives have a fitted effect of over 50% in size
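Cell-based yeast growth screen: TDP-43 expression induced in galactose, inoculum OD600=0.02 after raffinose pregrowth to mid-log. Read-out BacTiter-Glo luminescence at 24 hr, 30 deg C; inhibition of toxicity seen as signal increase.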
EPAC2 ag – qHTS for Agonist of cAMP-regulated guanine nucleotide exchange factor 4 (EPAC2): primary screen; Rap guanine nucleotide exchange factor 4 (Homo sapiens), Q8WZA2; EPAC2 activation, biochemical qHTS; response scale: 100% = 6.5 mM cAMP response; Potency, µM (top dose mostly 154 µM), inactives show at the top dose activation, most hits filed as activators; hit rate 0.079% among 360,000; AID 720711, 2013; also: potency is read from the fitted curve at half-maximal effect; nearly all actives have a fitted effect of over 50% in size
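Exchange assay: 100 nM EPAC2 with 250 nM Rap1B-BODIPY-GDP and 50 uM GDP. Fluorescence (ex 480/em 540 nm) read every 5 min for 30 min at room temperature. Data normalized to 6.5 mM cAMP as agonist control.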
* marks the source's active call; other numbers are inactive results; u = inconclusive; x = no result given; [ ] = dose if it differs, or a comment. Unless noted, calls follow the shape of the dose curve; as a rule, active = well fitted curve in the direction sought with a large enough effect; inconclusive = small, poorly fitted or top-dose-only effect, or another doubt; inactive = no such curve, though single readings can be large; an effect the other way counts as inactive or inconclusive. Some of the compounds tested; the hit share may differ from the screen's.

The first 10 records (preview)
SMILES | aSyn rescue | FUS suppressor | D3 ag | Abeta yeast res | EPAC2 antagonist | D3 antag | TDP43 rescue | EPAC2 ag
CC(=O)c1ccc2c(c1)N(C)c1ccccc1S2 | 8% | u | 4 | -7% | -18% | -19 | u | 21%
CCC(=O)N1CCC1(C)C(=O)NS(=O)(=O)c1cccc(C#N)c1 (stereo not given) | 12% | -15% | -6 | 8% | 2% | -12 | 9% | 12%
OCCCN1CCN(CCOc2ccccc2-c2ccccc2)CC1 | -1% | 15% | -40 | 13% | 9% | u | 24% | 6%
O=c1[nH]c2ccc(S(=O)(=O)N3CCCCC3)cc2s1 | 1% | -22% | 4 | -1% | -15% | 11 | 0% | 12%
Cc1cccc(COc2ccc(/C=N/NC(=O)c3nnn(-c4nonc4N)c3CN3CCCCC3)cc2)c1 | 0% | 3% | 7 | x | -9% | 38 | 11% | -1%
CCC(=O)c1ccc(OCC(=O)OCC(=O)NC2CCCCCCC2)cc1 | -1% | 25% | -1 | 10% | -6% | -5 | 8% | -2%
Cc1cc(NS(=O)(=O)c2ccccc2)c(C)c(Cl)c1O | 3% | x | 4 | -7% | 3% | 14 | 9% | -4%
COC(=O)CCC(=O)N(C)CC1CCCN(CCc2cccc(C(F)(F)F)c2)C1 (stereo not given) | 0% | -12% | -18 | -5% | -5% | -14 | u | 3%
O=C1CCCN1CCCNS(=O)(=O)c1ccc(Br)cc1 | 0% | 2% | 5 | -13% | 19% | 11 | -21% | 7%
COc1cccc(NC(=O)CN(C)C(=O)c2ccc(-c3cccc(C(F)(F)F)c3)o2)c1 | -1% | -6% | -5 | -1% | -4% | 8 | 19% | -8%

Main list, previewed entries included:
SMILES | aSyn rescue | FUS suppressor | D3 ag | Abeta yeast res | EPAC2 antagonist | D3 antag | TDP43 rescue | EPAC2 ag
CC(=O)c1ccc2c(c1)N(C)c1ccccc1S2 | 8% | u | 4 | -7% | -18% | -19 | u | 21%
CCC(=O)N1CCC1(C)C(=O)NS(=O)(=O)c1cccc(C#N)c1 (stereo not given) | 12% | -15% | -6 | 8% | 2% | -12 | 9% | 12%
OCCCN1CCN(CCOc2ccccc2-c2ccccc2)CC1 | -1% | 15% | -40 | 13% | 9% | u | 24% | 6%
O=c1[nH]c2ccc(S(=O)(=O)N3CCCCC3)cc2s1 | 1% | -22% | 4 | -1% | -15% | 11 | 0% | 12%
Cc1cccc(COc2ccc(/C=N/NC(=O)c3nnn(-c4nonc4N)c3CN3CCCCC3)cc2)c1 | 0% | 3% | 7 | x | -9% | 38 | 11% | -1%
CCC(=O)c1ccc(OCC(=O)OCC(=O)NC2CCCCCCC2)cc1 | -1% | 25% | -1 | 10% | -6% | -5 | 8% | -2%
Cc1cc(NS(=O)(=O)c2ccccc2)c(C)c(Cl)c1O | 3% | x | 4 | -7% | 3% | 14 | 9% | -4%
COC(=O)CCC(=O)N(C)CC1CCCN(CCc2cccc(C(F)(F)F)c2)C1 (stereo not given) | 0% | -12% | -18 | -5% | -5% | -14 | u | 3%
O=C1CCCN1CCCNS(=O)(=O)c1ccc(Br)cc1 | 0% | 2% | 5 | -13% | 19% | 11 | -21% | 7%
COc1cccc(NC(=O)CN(C)C(=O)c2ccc(-c3cccc(C(F)(F)F)c3)o2)c1 | -1% | -6% | -5 | -1% | -4% | 8 | 19% | -8%
COC(=O)[C@H](Cc1ccccc1)NCCCn1cnc(C(=O)Nc2ccc(C)c(C)c2)n1 | -1% | 5% | -19 | -17% | 4% | -4 | -20% | -6%
COc1ccc(C(=O)N/N=C/c2cc3ccccc3[nH]c2=S)cc1 | 17% | 3% | -9 | u | -2% | u | 26% | 9%
O=C(CSc1ncc(-c2ccc(F)cc2)[nH]1)NCc1ccco1 | -2% | 2% | 3 | 2% | -4% | -15 | -13% | 6%
CN(C)CCNC(=O)C1(C)Cc2c(-c3cccc(C(F)(F)F)c3)ccnc2O1 (stereo not given) | 1% | 2% | -1 | -17% | 1% | 0 | 1% | -3%
CC(C)(C)c1ccc(CN2C(=O)CSC2=O)cc1 | 1% | -22% | 0 | 2% | 5% | 0 | -7% | 11%
COc1ccc(C(=O)Nc2ccnn2C2CCN(C3CCC3)CC2)cc1 | -4% | 18% | -19 | -5% | 3% | -19 | -1% | 1%
O=C(/C=C/c1ccco1)NC(=S)Nc1ccc(N2CCOCC2)c(Cl)c1 | -4% | 26% | -8 | 4% | -6% | -23 | 12% | 14%
CCOc1cc(NC(=O)c2ccco2)c(OCC)cc1NC(=O)CCc1ccccc1OC | -6% | 7% | 6 | 8% | 1% | 36 | 8% | -1%
O=C(CN1C(=O)/C(=C/c2cccc(Br)c2)SC1=S)NCCCN1CCOCC1 | -5% | x | -33 | -6% | -9% | u | -36%[inhibitor] | 4%
CCOC(=O)N1CCN(c2cc(=O)n(Cc3ccc(F)cc3)c(=O)[nH]2)CC1 | -10% | 8% | 5 | 4% | -6% | -7 | -15% | 1%
O=C(c1ccc(S(=O)(=O)c2ccc(Cl)cc2)cc1)N1CCOCC1 | -2% | 14% | 4 | -16% | 19% | 4 | -5% | 6%
Cc1nc2c(OCc3ccc(C#N)cc3)cccn2c1N(C)C(=O)CCC1CCCC1 | -2% | 26% | 14 | -1% | u | 24 | 22% | 1%
Cc1ccc(C)c(N(CC(=O)N/N=C/c2ccc(-c3ccc([N+](=O)[O-])cc3)o2)S(=O)(=O)c2ccccc2)c1 | 1% | u | 3 | -16% | -14% | 10 | -7% | -3%
Cc1cccc(OCCC(=O)NCC(c2ccccc2)N(C)C)c1 (stereo not given) | 2% | 18% | -5 | 2% | 6% | -60* | 21% | 5%
O=C(NCC1CCCN(Cc2cccc(OCCO)c2)C1)c1ccc(F)cc1 (stereo not given) | -4% | 5% | -2 | 9% | 7% | 11 | 11% | 9%
CCOC(=O)C1=C(CN2CCSCC2)NC(=O)NC1c1ccc2c(c1)OCO2 (stereo not given) | 0% | 2% | -10 | -12% | -3% | -15 | -10% | 6%
Cc1ccc(/C=C/c2nnc(-c3cccs3)o2)cc1 | -7% | -9% | -5 | 11% | -7% | 6 | -6% | 1%
O=C(CSc1nnc(CCc2ccccc2)n1-c1ccc(Cl)cc1)NCc1ccccc1 | 5% | u | -5 | u | u | 1 | -4% | 5%
O=C(NCCN1CCc2ccccc2C1)C1CCN(S(=O)(=O)N2CCC3(CC2)OCCO3)CC1 | 0% | -7% | -31 | -4% | 5% | -60* | -10% | 5%
COc1ccc(NC(=O)Cn2cnc3sc(C)c(S(=O)(=O)N4CCOCC4)c3c2=O)c(OC)c1 | 11% | -8% | -12 | -13% | 2% | -25 | -9% | 9%
Cc1ccc(CCC(=O)Nc2ccc(Cl)cc2Cl)o1 | 0% | 5% | 3 | 4% | -7% | -3 | 22% | 0%
CC(CCc1ccccc1)NC(=O)CN1CCN(c2ccccc2)CC1 (stereo not given) | -1% | 8% | 2 | 6% | 0% | 3 | 2% | 6%
CCCCc1nc(SCC(=O)Nc2nnc(CCCC)s2)n[nH]1 | 3% | -2% | 0 | -6% | -5% | 7 | 12% | 3%
Cc1cccc(/C(N)=N/OC(=O)CCCc2ccccc2)c1 | -9% | -10% | 7 | 24% | -10% | 17 | u | 9%
NC(=O)c1ccc(NS(=O)(=O)c2ccccc2F)cc1 | 1% | 0% | 8 | 13% | 16% | 16 | -29% | 6%
CCCC(c1nnnn1Cc1ccc(OC)cc1)N1CCN(C(=O)c2ccco2)CC1 (stereo not given) | 0% | 34% | -8 | 9% | -3% | -16 | -16% | 13%
CC(CC(C)C(=O)N1CCOCCN(C(=O)C(C)CC(C)C(=O)O)CCOCC1)C(=O)O (stereo not given) | 3% | 0% | 7 | 4% | -6% | -25 | 8% | 0%
COc1cc(NC(=O)c2oc3c(c2C)-c2nn(Cc4cccc(Cl)c4)cc2CC3)cc(OC)c1 | x | u | 3 | -9% | x | x | 2% | x
Fc1cccc(/C=N/NC(=S)Nc2ccccc2Cl)c1 | 0% | x | -7 | u | -16% | -24 | 17% | 4%
COc1cc2ccc(C(C)=NNC(N)=S)cc2cc1OC | -2% | 3% | -5 | 9% | -10% | -17 | 0% | 6%
Cc1ccc(-c2csc3nc(C)n(-n4c(C)ccc4C)c(=O)c23)o1 | 8% | 47% | 0 | -27% | 17% | -25 | 15% | 20%
Cn1c(=O)c2c(ncn2CC(=O)N2CCN(S(=O)(=O)c3ccc(F)cc3)CC2)n(C)c1=O | 1% | -11% | 6 | 4% | -4% | -6 | 11% | 4%
COc1ccc(OC)c(NC(=O)[C@H]2CC=CC[C@H]2C(=O)O)c1 | 1% | 28% | 3 | 3% | 12% | 4 | 2% | 3%
Cc1ccc(C(=O)N/C(=C\c2ccc(-c3ccc(Br)cc3)o2)C(=O)NCCCN(C)C)cc1 | -18% | 38% | -15 | 5% | -24% | u | 10% | -9%
O=C(O[C@@H]1OC2COC(=O)c3cc(O)c(O)c(O)c3-c3c(cc(O)c(O)c3O)C(=O)O[C@@H]([C@H]1O)[C@@H]2O)c1cc(O)c(O)c(O)c1 | 4% | -4% | 32* | -14% | -14% | 17 | 0% | -2%
COc1ccc(S(=O)(=O)N(Cc2ccccc2)c2ccccc2C(=O)O)cc1 | 1% | 13% | 2 | 14% | -1% | -13 | -18% | 5%
O=C(Nc1cccc2ccccc12)c1cccc([N+](=O)[O-])c1 | -10% | -18% | -3 | 9% | 0% | -3 | u | 9%
Cc1cc(C)c(OCCN2CCCC2)c(Cl)c1 | 4% | -28% | -3 | 7% | 2% | -11 | 9% | -2%
COc1ccc(C/C(C)=N/NC(=S)Nc2ccccc2)cc1 | u | -11% | -2 | u | 0%[57.1 µM] | -21 | -5% | 15%
C/C(=N\NC(=O)c1ccc(-c2ccccc2)cc1)C1C(=O)c2ccccc2C1=O | -8% | -27% | 4 | 0% | 5% | 4 | 16% | -5%
CCc1nnc(SCc2nc(-c3ccccc3)oc2C)c2cc3sccc3n12 | x | -9% | -3 | -17% | x | x | 15% | x
